Bioassay records: PubChem, NCI
Growth percent in the NCI-60 one-dose screen (48 h, 10 µM unless noted): 100 = growth as untreated, 0 = no growth, -100 = all killed.
HCT-15: HCT-15 colon cancer; 82,000 compounds, 5.2% hits; AID 1794746
KM12: KM12 colon cancer cells; 82,000 compounds, 5% hits; AID 1794800
HCT-116: HCT-116 colon cancer | 82,000 compounds, 7.3% hits | AID 1794798
SW-620: SW-620 colon cancer; 82,000 compounds, 5.2% hits; AID 1794795
COLO 205: COLO 205 colon cancer; 79,000 compounds, 7.3% hits; AID 1794742
SNB-75: SNB-75 CNS cancer. 79,000 compounds, 5% hits
HT29: HT29 colon cancer | 81,000 compounds, 7.4% hits
A498: A498 renal cancer cells | 76,000 compounds, 5.4% hits
HCC-2998: HCC-2998 colon cancer; 79,000 compounds, 4.7% hits; AID 1794799
Numbers without * were called inactive; · = no result given. Rule for the calls: active = growth percent below 10; inactive = the rest.

SMILES	HCT-15	KM12	HCT-116	SW-620	COLO 205	SNB-75	HT29	A498	HCC-2998
O=C1Nc2ccccc2C1=NCCN1CCOCC1	107	103	107	97	125	89	107	99	104
COc1cc(Cn2cc(C#N)c(N)c2C(=O)c2ccc(Cl)cc2Cl)cc(OC)c1OC	96	108	91	108	109	93	101	104	119
COc1ccc(C2=CN3CC=CCC3CC2=O)cc1 (configuration not stated)	108	104	93	101	113	103	84	94	100
Cc1cccc2c1nc(-c1c(F)cc(Br)cc1F)n2Cc1c(F)cccc1F	67	80	59	78	88	67	57	60	91
COc1ccc(-c2nn(-c3ccccc3)cc2/C=C2\SC(=S)N(CCc3ccc(O)cc3)C2=O)cc1	78	81	90	88	108	81	101	63	107
C=C1CCC2C3(C)COC(c4ccco4)OC3CCC2(C)C1CC(Sc1ccccc1)C1=CCOC1=O (configuration not stated)	4.0*	72	12	35	98	·	8.6*	137	57
CSc1nccc(-c2c(-c3ccc(F)c(O)c3)nc3sccn23)n1	94	103	99	112	119	95	107	112	121
NC(=O)c1cc(Cl)ccc1N	84	89	90	107	109	93	102	105	106
CCN(CC)Cc1cccc(C)c1OC(=O)c1ccccc1	105	109	106	110	116	104	90	105	101
O=C(c1ccc(O)cc1)C1[C@H](c2ccccc2Br)[C@@H](c2ccccc2)NC12C(=O)Nc1ccccc12 (some centres not stated)	35	15	55	28	28	37	-7.4*	52	-7.9*
CC1(C)NCc2c3c(ccc4nc(-c5cn[nH]c5C(F)(F)F)c5c(c43)CCCC5)nn21	101	87	79	89	109	83	104	85	109
CCc1ccc(C(=Nc2ccc(N(C)C(=O)CN3CCN(C)CC3)cc2)c2c(O)[nH]c3ccc(C(=O)OC)cc23)cc1	-73*	-61*	-68*	-67*	-69*	-97*	-66*	-82*	-92*
CCN1C(=S)N(c2ccccc2)C2C1NN=c1s/c(=C3\C(=O)N(C(C)C)c4ccccc43)c(=O)n12 (configuration not stated)	93	82	42	76	89	61	70	97	109
COc1cccc(/C=C2/C[C@]3(C)[C@H]4CC[C@@H]5[C@@H]([C@@](C)(O)CC/C=C/C(C)C)CC[C@@]5(C)[C@]4(C)CC[C@H]3C(C)(C)C2=O)c1OC	87	95	78	91	104	79	81	87	101
CC(=O)Nc1cc2c(cc1[N+](=O)[O-])-c1ccccc1C2O (configuration not stated)	104	111	96	105	115	102	106	83	97
NC(N)=N/N=C/c1ccc(C(=O)O)cc1	97	102	106	111	115	92	113	·	106
O=S(=O)(O)c1cccc2ccc(O)cc12	111	101	99	100	111	95	106	110	96
O=C(c1ccccc1)C(O)(CN1CCCCC1)c1ccccc1 (configuration not stated)	100	106	113	105	101	90	101	·	107
COc1cc(CNC(=O)CCCC/C=C/C(C)C)ccc1OCc1cn(-c2cccc(Cl)c2)nn1	91	99	77	93	102	76	99	73	104
CCCCNC(=O)CC1=C(C)/C(=C/c2[nH]c(-c3ccc[nH]3)cc2OC)N=C1C	2.6*	13	3.1*	12	17	65	9.6*	3.7*	34
CCN(CC)CCOC(=O)c1c(OC)ccc(OC)c1OC	98	108	96	104	108	88	100	91	113
O=C(NCCc1ccccc1)/C(=C\c1ccc(Cl)cc1Cl)NC(=O)c1ccccc1	98	93	100	96	93	83	98	88	113
Oc1ccc(-c2cc(-c3cn(-c4ccccc4)nc3-c3ccc(O)cc3)[nH]n2)cc1	89	82	94	98	94	·	113	94	78
CCOC(=O)c1c[nH]c2ccc([N+](=O)[O-])cc12	80	110	104	100	106	81	94	83	101
O=C(c1ccc(-c2nc(CSc3nc4ccccc4s3)no2)cc1)N1CCC(F)(F)CC1	72	78	54	82	89	93	56	89	87
CC(C)NC(=O)c1cc(-c2ccc(NC(=O)Nc3ccc(F)c(C(F)(F)F)c3)cc2)nc2cccnc12	90	90	82	106	114	80	91	90	115
CC(=O)O[C@H]1C[C@@]2(C)[C@@H](CC(=O)[C@H]3[C@@]4(C)CCC(N5CCCC5)[C@@H](C)[C@@H]4CC[C@@]32C)/C1=C(\CCC=C(C)C)C(=O)O (some centres not stated)	103	102	103	101	108	92	111	99	105
CCCCCCCCCCCCCCCCCC(=O)NNCCO	96	101	91	103	109	88	97	88	98
CC1C(c2ccccc2)OCCN1C(=S)NC(=O)c1ccccc1 (configuration not stated)	98	102	102	100	·	130	101	89	103
[N-]=[N+]=NCC(=O)Nc1ccc2c(ccn2Cc2ccccc2)c1	84	114	108	105	124	102	117	95	103
Cc1nn(-c2ccccc2)c2nc(C(F)(F)F)nc(Nc3ccc(NCc4c(-c5ccccc5)no[n+]4[O-])cc3)c12	42	57	41	86	74	·	62	94	86
O=C1NCC(Nc2ccc(Br)cc2Cl)C(=O)N1 (configuration not stated)	107	108	102	100	98	91	·	117	116
CC(=O)Nc1nc2c(c(N)c1C#N)C(c1cccc(Br)c1)C1=C(CC(C)(C)CC1=O)N2c1sc2c(c1C#N)CCCC2 (configuration not stated)	31	37	30	58	45	59	33	·	26
COC1=CC(c2ccc[nH]2)=N/C1=C\c1[nH]c(C)c(CC(=O)OCc2ccccc2)c1CCC(=O)OCc1ccccc1	-57*	-39*	-69*	-31*	-46*	-6.6*	0.8*	-54*	-3.7*
Nc1ccc(O)c(N)c1	105	111	97	109	111	87	111	89	109
CCCCN(CCCC)C(=O)c1ccccc1C	102	103	95	98	·	105	88	75	89
COc1cccc(-c2nn(-c3ccccc3)cc2-c2ccnc(N3CCN(C(=O)Nc4ccc(F)cc4)CC3)c2)c1	36	·	55	74	65	66	70	57	95
C=C1C(=O)O[C@H]2[C@H]1CC/C(C(=O)NCCOCCOCC(=O)Nc1ccc(OC)c(C(N)=O)c1O)=C\CC[C@@]1(C)O[C@@H]21	101	101	81	80	74	83	88	105	104
N#CCCN(CCC#N)P(=O)(N(CCC#N)CCC#N)N(CCC#N)CCC#N	99	97	94	106	94	77	86	·	90
O=C(O)c1cn(-c2ccc(F)cc2)c2cc(N3CCNCC3)c(F)cc2c1=O	106	111	89	103	105	94	97	107	108

Brought forward from above: three compounds, followed by the next part.
SMILES	HCT-15	KM12	HCT-116	SW-620	COLO 205	SNB-75	HT29	A498	HCC-2998
C=C1C(=O)O[C@H]2[C@H]1CC/C(C(=O)NCCOCCOCC(=O)Nc1ccc(OC)c(C(N)=O)c1O)=C\CC[C@@]1(C)O[C@@H]21	101	101	81	80	74	83	88	105	104
N#CCCN(CCC#N)P(=O)(N(CCC#N)CCC#N)N(CCC#N)CCC#N	99	97	94	106	94	77	86	·	90
O=C(O)c1cn(-c2ccc(F)cc2)c2cc(N3CCNCC3)c(F)cc2c1=O	106	111	89	103	105	94	97	107	108
CCCCCOc1cccc(/C=C2\N=C3SCCCN3C2=O)c1	92	103	99	103	98	94	88	78	97
O=Cc1c(N2CC[N+]3(CC2)CC[N+]2(CCNCC2)CC3)nc(-c2ccccc2)nc1N1CC[N+]2(CC1)CC[N+]1(CCNCC1)CC2	104	102	98	102	104	135	99	110	104
Cc1ccc(-c2nn(-c3ccc(S(N)(=O)=O)cc3)c(=O)c3ccccc23)c(C)c1	96	87	96	96	118	89	104	118	96
NCCCc1nnc(CCC(=O)c2nc3ncccc3[nH]2)o1	99	103	107	92	119	81	110	74	101
CCN1CCN(CC(=O)Nc2nc3ccc(NCc4ccc(OC)cc4)cc3s2)CC1	73	94	72	96	95	90	61	93	106
COc1ccc(/C=C/C(=O)/C=C/c2cc3ccc(Cl)cc3[nH]c2=O)cc1	87	72	-51*	66	90	76	81	93	93
Cc1cc2nc(Cc3nc4cc(C)c(C)cc4[nH]3)[nH]c2cc1C	97	111	88	105	113	116	99	119	106
O=C1c2ccccc2C(=O)N1N(c1ccccc1)c1ccccc1	104	106	106	105	113	91	·	·	95
COC(=O)c1nnn(-c2ccc(Cl)cc2C)c1N	79	84	87	89	98	79	104	113	101
Cc1c(C(=O)Nc2ccc([N+](=O)[O-])cc2)sc(N)c1C#N	70	46	81	63	143	101	96	107	89
COc1ccc(-c2cc3c(=N)n(NC(=O)c4cccnc4)cnc3o2)cc1	101	106	102	100	118	94	101	103	105
CN1CCc2c(sc3ncnc(N/N=C/c4cccc(Cl)c4Cl)c23)C1	-14*	88	-83*	-37*	-80*	76	-13*	114	6.0*
Cc1nc(Br)c(Br)c(C)c1Br	108	108	101	108	125	97	98	122	125
Cc1c(C(N)=O)sc2c1c(=O)n(Cc1ccccc1)c1nnc(-c3ccc(Br)cc3)n21	25	26	12	33	17	·	29	56	25
O=S(=O)(Cc1ccccc1)NC1CCCCC1	107	111	100	112	118	101	100	111	100
Nc1ccccc1-c1cccc(Oc2ccc3nnc(Cl)n3n2)c1	92	96	85	101	116	73	106	88	108
Cc1nc(-c2ccccc2)cc2c1C(=O)N(CC(=O)N1CCOCC1)C2=O	113	107	105	109	·	96	109	94	103
O=C1CCC(C(=O)NNc2nc3ccccc3s2)N1 (configuration not stated)	101	104	101	104	111	92	109	120	118
COC(=O)c1cc(-c2c(-c3ccccc3)no[n+]2[O-])no1	101	103	105	109	103	74	105	110	111
COc1cccc(-c2nc3occn3c2-c2ccnc(NCCCNS(=O)(=O)c3ccc(Cl)cc3)n2)c1	73	87	67	114	42	118	48	·	128
N#C/C(=C\c1ccc(-c2ccccc2)o1)c1nc(-c2ccco2)cs1	48	48	87	99	104	92	100	125	32
C/C(CCC(=O)O)=N\NC(N)=O	99	102	105	103	117	113	99	82	104
N#Cc1c(-c2ccccc2)[nH]c2ncc(-c3ccc(F)cc3)n2c1=O	98	87	97	102	106	80	102	91	85
Cc1nc(NC(=O)C(C)(C)C)sc1[N+](=O)[O-]	98	96	99	103	108	96	102	82	99
C=CC(=O)OCCCCCC	100	107	104	99	113	97	105	102	110
CC(C)CCNC(=O)[C@@H](CC(C)C)n1ccc2ncccc2c1=O	100	104	110	96	110	69	102	86	94
CN(C)c1cccc2c(S(=O)(=O)Nc3cccc(-c4csc(NCCOCCOCCNc5cccc6c5C(=O)N(C5CCC(=O)NC5=O)C6=O)n4)c3)cccc12 (configuration not stated)	96	99	82	97	112	75	101	107	95
OCC1OC(OC2OC(CO)C(O)C(O)C2O)C(O)C(O)C1O (configuration not stated)	102	101	104	109	102	107	102	120	99
O=C1c2ccccc2C(=O)N1CCS	94	118	102	117	106	94	101	114	·
COC(=O)c1cc(-c2cc3ccccc3o2)nn1-c1ccccc1	93	107	91	87	95	71	94	97	·
O=C(CCC1CCCCC1)OCCCc1ccccc1	109	107	104	103	109	94	115	89	103
CSc1nc2[nH]c(=O)[nH]c2c(=O)[nH]1	128	117	109	109	110	103	109	118	·
CC1(C)CC[C@]2(C(=O)N3CCOCC3)CC[C@]3(C)C(=CC[C@@H]4[C@@]5(C)Cc6c([nH]c7ccccc67)C(C)(C)[C@@H]5CC[C@]43C)[C@@H]2C1	94	99	82	95	94	100	83	111	111
O=C(O)c1ccc(Cn2cnc3c(=O)[nH]cnc32)cc1	106	116	108	109	111	92	101	99	106
NC(=S)N/N=C\c1nccc2c(C(F)(F)C(F)(F)C(F)(F)F)cccc12	28	14	17	29	16	20	8.8*	·	13
OC(O)(c1cncc(-c2ccc3ncnc(NCc4ccccc4)c3c2)c1)C(F)(F)F	96	85	85	86	105	46	87	21	90
CC(C)Sc1nc(-c2ccc(Br)cc2)c(C#N)c(N2CCOCC2)n1	85	96	93	103	123	83	82	71	99
CCOC(=O)C1O[N+]([O-])=C(c2ccc(OC)cc2)C1c1cccc(OC)c1 (configuration not stated)	104	97	94	100	119	101	107	101	111
COc1cc(C=NC2CCCCC2)ccc1O	73	110	99	101	113	104	109	81	95
Nc1cc(Cl)c(Cl)cc1S(=O)(=O)O	92	96	98	94	99	91	100	93	107

A few values from above.
CC(C)Sc1nc(-c2ccc(Br)cc2)c(C#N)c(N2CCOCC2)n1 in HCT-15: 85
OC(O)(c1cncc(-c2ccc3ncnc(NCc4ccccc4)c3c2)c1)C(F)(F)F in HCT-15: 96

The listing picks up, repeating the 5 entries before the break.
SMILES	HCT-15	KM12	HCT-116	SW-620	COLO 205	SNB-75	HT29	A498	HCC-2998
OC(O)(c1cncc(-c2ccc3ncnc(NCc4ccccc4)c3c2)c1)C(F)(F)F	96	85	85	86	105	46	87	21	90
CC(C)Sc1nc(-c2ccc(Br)cc2)c(C#N)c(N2CCOCC2)n1	85	96	93	103	123	83	82	71	99
CCOC(=O)C1O[N+]([O-])=C(c2ccc(OC)cc2)C1c1cccc(OC)c1 (configuration not stated)	104	97	94	100	119	101	107	101	111
COc1cc(C=NC2CCCCC2)ccc1O	73	110	99	101	113	104	109	81	95
Nc1cc(Cl)c(Cl)cc1S(=O)(=O)O	92	96	98	94	99	91	100	93	107
Cc1ccc(/C=C/C(=O)c2ccc(S(=O)(=O)NCCNc3nc(Nc4ccc(F)cc4)nc(N(C)C)n3)cc2)cc1	-46*	-54*	-52*	-8.7*	35	81	-56*	37	-12*
Cc1nc(-c2ccc(Cl)cc2)ccc1-c1nnc(SCC(C)C)o1	96	106	98	102	102	98	105	84	108
Nc1cc2ccccc2c(=O)n1NC(=O)c1ccc(I)cc1	102	103	98	·	105	70	101	103	114
OCC[C@H]1C[C@H]1c1ccco1	101	101	96	104	102	99	110	105	107
CN1CCN(c2ccc(-c3cnc4c(-c5csc6ccccc56)cnn4c3)cc2)CC1	-4.7*	-3.7*	-24*	-6.0*	-81*	-54*	-40*	-56*	25
COc1cc(CCC(=O)NCC(=O)NNC(C)C)cc(OC)c1OC	114	110	104	104	109	114	112	97	107
CC(C)c1ccc2c(c1)CC[C@H]1[C@](C)(C(=O)OCC#CCN3CCCC3)CCC[C@]21C	43	81	49	85	45	89	37	105	87
